PLK1 PBD block: qHTS for Inhibitors of PLK1-PDB (polo-like kinase 1 - polo-box domain): Primary Screen | Serine/threonine-protein kinase PLK1 (Homo sapiens), P53350 | Plk1 PBD binding of FITC phosphopeptide, fluorescence polarization | Potency, µM, without a hit: max response, negative = inhibition, most hits filed as inhibitors | actives 2.8% (n = 360,000); also: potency is read from the fitted curve at half-maximal effect; series mostly up to about 57 µM; % is scaled to controls: 0 for no effect and ±100 for the full control effect; nearly all actives have a fitted effect of over 65% in size
Target sequence (P53350 whole entry, looked up, the tested form may be a part): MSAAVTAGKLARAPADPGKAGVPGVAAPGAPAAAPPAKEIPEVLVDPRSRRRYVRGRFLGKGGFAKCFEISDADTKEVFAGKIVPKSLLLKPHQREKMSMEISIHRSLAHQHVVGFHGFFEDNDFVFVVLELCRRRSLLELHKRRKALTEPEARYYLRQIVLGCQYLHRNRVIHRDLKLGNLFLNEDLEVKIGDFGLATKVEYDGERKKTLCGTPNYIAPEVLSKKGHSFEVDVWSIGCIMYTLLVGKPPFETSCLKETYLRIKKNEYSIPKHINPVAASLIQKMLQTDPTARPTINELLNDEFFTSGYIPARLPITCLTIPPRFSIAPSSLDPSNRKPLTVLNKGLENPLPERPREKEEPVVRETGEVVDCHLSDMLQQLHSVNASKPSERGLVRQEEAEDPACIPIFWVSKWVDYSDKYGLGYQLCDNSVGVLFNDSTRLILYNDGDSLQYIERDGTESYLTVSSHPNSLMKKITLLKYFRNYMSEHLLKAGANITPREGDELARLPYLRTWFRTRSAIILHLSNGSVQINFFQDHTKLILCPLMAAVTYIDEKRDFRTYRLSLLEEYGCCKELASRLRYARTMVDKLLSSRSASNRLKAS
GLP-1R inv ag: qHTS of GLP-1 Receptor Inverse Agonists (Inhibition Mode); HEK293 GLP-1R CRE-luciferase, luminescence, 24 h; GLP-1R form is constitutively active; AID 624417, 2012; Glucagon-like peptide 1 receptor (Homo sapiens), P43220; actives 1.6% (n = 410,000); Potency, µM (highest dose often 38.3 µM), for the others: at the top dose activity change, negative = inhibition, hits mostly inhibitors; also: potency is read from the fitted curve at half-maximal effect; % is scaled to controls: 0 for no effect and ±100 for the full control effect; nearly all actives have a fitted effect of over 55% in size
Target sequence (P43220 whole entry, looked up): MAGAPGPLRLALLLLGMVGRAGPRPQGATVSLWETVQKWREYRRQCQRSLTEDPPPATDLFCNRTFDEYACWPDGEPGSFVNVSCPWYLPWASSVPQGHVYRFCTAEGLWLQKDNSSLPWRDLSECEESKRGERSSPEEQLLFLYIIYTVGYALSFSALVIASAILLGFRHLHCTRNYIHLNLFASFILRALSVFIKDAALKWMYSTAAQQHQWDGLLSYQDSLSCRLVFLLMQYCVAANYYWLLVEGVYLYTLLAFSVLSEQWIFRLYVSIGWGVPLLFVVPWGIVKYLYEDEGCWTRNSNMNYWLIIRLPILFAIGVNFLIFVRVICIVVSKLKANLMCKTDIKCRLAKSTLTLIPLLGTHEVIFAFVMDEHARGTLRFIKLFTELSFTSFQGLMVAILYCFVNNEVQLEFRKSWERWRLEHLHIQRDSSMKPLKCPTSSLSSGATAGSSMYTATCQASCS
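Readout was luciferase luminescence, measured 12 min after detection reagent at room temperature. Beforehand, GLP-1R reporter HEK293 cells had sat 12 h, then received compounds for 24 hr at 37 deg C.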
PI5P4K alpha inh: qHTS for Inhibitors of phosphatidylinositol 5-phosphate 4-kinase (PI5P4K) | PI5P4Kalpha enzyme, ADP-Glo luminescence, 60 min; stronger effect = lower value | max response, % | actives 1.2% (n = 330,000); active = max response of -50% or lower; inconclusive = between -30% and -50%; inactive = -30% or higher; also: value at the top dose of about 77 µM; % is scaled to controls: 0 for no effect and ±100 for the full control effect
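ADP-Glo luminescence end-point read after a 60 min room-temperature kinase reaction of PI5P4Kalpha plus substrate, initiated with ATP at 5 microM final. Buffer: 0.038 M HEPES pH 7.4, EGTA, 0.1% CHAPS, 5% DMSO.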
HEK293 tox: qHTS of GLP-1 Receptor Inverse Agonists: Cytotox Screen | HEK293 cAMP-luciferase reporter cells, luminescence, 24 h | AID 624418, 2012 | Potency, µM (top dose mostly 38.3 µM), inactives show at the highest dose activity change, negative = inhibition, actives largely listed as inhibitors | actives 0.13% (n = 410,000);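 also: loss of luciferase light is scored as toxicity; potency is read from the fitted curve at half-maximal effect; % is scaled to controls: 0 for no effect and ±100 for the full control effect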
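Here, cytotoxicity is scored as loss of luminescence. The MLSMR collection was tested on cells seeded in medium containing 10% Nu serum, with a 24 hr compound exposure preceded by 12 hours of culture.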
D3 ag: qHTS of D3 Dopamine Receptor Agonist: qHTS; D3R DiscoveRx beta-arrestin cells, luminescence, 90 min; max activation, %; actives 0.58% (n = 410,000); AID 652048, 2013; in the data active = max activation above about 30%; also: 0% is about no effect; mostly tested at two doses, the higher about 12 µM
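Cells at 1500/well, incubated overnight, then treated with pinned compounds (dopamine as control) for 90 min at 37 degrees C. DiscoveRx reagent added for 30 - 60 minutes at room temperature; luminescence read.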
GLP1R ag: qHTS of GLP-1 Receptor Agonists | HEK293 GLP-1R CRE-luciferase, luminescence, 4-6 h; cells express a hypersensitive GLP-1R form | Potency, µM (series often up to 45.6 µM), without a hit: at the highest dose activation, usual class: activators | Glucagon-like peptide 1 receptor (Homo sapiens), P43220 | actives 0.007% (n = 380,000); also: potency is read from the fitted curve at half-maximal effect; % of control where 0% means no effect
IL-2 act: qHTS of IL-2 Activators; IL-2 activation reporter assay, cell-based qHTS; stimulated with anti-CD3/CD4/CD28 beads; in transgenic mouse T cells; activation, % (series mostly up to about 46 µM); actives 0.065% (n = 360,000); in the data active = activation above about 50%; inconclusive = mostly about 30% to 49%; also: 0% is about no effect
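First, unstimulated transgenic mouse T cells were exposed to compound for 60 min. Next, anti-CD3/anti-CD4-coated beads with anti-CD28 were added. Finally, after 18 h at 37 degrees C, EGFP and DsRed were imaged.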
WRN inhibitor: qHTS for Inhibitors of WRN Helicase; WRN helicase unwinding, fluorescent forked duplex, kinetic; Potency, µM (series often up to 114 µM), inactives show at the highest dose activity change, negative = inhibition, actives largely listed as inhibitors; actives 0.46% (n = 360,000); also: potency is read from the fitted curve at half-maximal effect; % is scaled to controls: 0 for no effect and ±100 for the full control effect; nearly all actives have a fitted effect of over 55% in size
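Kinetic red-fluorescence monitoring (525/598 nm) tracks WRN helicase activity after 100 nM fluorophore-quencher forked duplex and 2 mM ATP are added to 20 nM enzyme pretreated 15 min at room temperature with compound.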
D3 antag: qHTS of D3 Dopamine Receptor Antagonist: qHTS. AID 652054, 2013. D3R cells, DiscoveRx beta-arrestin luminescence, antagonist mode; stronger effect = lower value. D(3) dopamine receptor (Homo sapiens), P35462. actives 2.5% (n = 360,000). max response, negative = inhibition, %; in the data active = max response below about -50%; inconclusive = no clear call, values can overlap the other calls; also: % is scaled to controls: 0 for no effect and ±100 for the full control effect; mostly tested at two doses, the higher about 12 µM
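Cells expressing the human receptor were seeded at 1500 cells/well, incubated overnight at 37 degrees C in 5% CO2, then exposed to library compounds with dopamine controls for 90 minutes at 37 degrees C before luminescent detection.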
* = called active by the depositor; u = inconclusive; x = no result given; & = joins results of further samples; [ ] = dose if it differs, or a comment. Unless noted, calls follow the shape of the dose curve; as a rule, active = well fitted curve in the direction sought with a large enough effect; inconclusive = small, poorly fitted or top-dose-only effect, or another doubt; inactive = no such curve, though single readings can be large; an effect the other way counts as inactive or inconclusive. No enrichment for hits, and some 7.8% of all compounds hit somewhere here.

SMILES	PLK1 PBD block	GLP-1R inv ag	PI5P4K alpha inh	HEK293 tox	D3 ag	GLP1R ag	IL-2 act	WRN inhibitor	D3 antag
COc1ccc(N2CC(NC(=O)NCCC(C)C)CC2=O)cc1 (centres undefined)	-8%	5%	-4	59%[activator]	2	0%	2.9	-13%	10
CCc1ccc(C2C(C(C)=O)=C(C(=O)OC)Nc3nnnn32)cc1 (centres undefined)	-1%	-19%	7	-2%	-5	0%	-1.8	-7%	-57*
COCO/C=C(\NC(C)=O)c1ccccc1	-1%	-2%	0	-22%	4	-10%	-0.6	9%	-23
CC(=O)Nc1ccc(NC(=O)c2ccc([N+](=O)[O-])cc2Cl)cc1	0%	-1%	1	0%	1	-1%	-0.6	-2%	-3
Cc1ccc(NC(=O)CC2=NC(=O)C(CC(=O)Nc3ccccc3F)S2)cc1 (centres undefined)	2%	u	-7	-6%	4	-2%	0.1	-3%	2
CCN(CC)C(=O)C1=C(C)N(Cc2ccccc2)C(=O)C(CC(=O)NCCCN(C)C)C1 (centres undefined)	1%	5%	1	9%	-2	-4%	-0.2	6%	8
Fc1c(F)c(F)c(CSc2nc3ccccc3[nH]2)c(F)c1F	u	u	0	-15%	-2	0%	-3.7	-3%	4
Cc1ccc(OCC(=O)N/N=C/c2cc([N+](=O)[O-])ccc2N2CCCCC2)cc1	-5%	-5%	8	13%	-16	-3%	-0.7	-19%	0
O=C(Oc1ccc(Br)cc1)c1cccc(S(=O)(=O)N2CCOCC2)c1	-5%	-30%	4	11%	15	2%	-2.2	5%	7
Cc1ccc(SCCN2C(=O)NC(C)(C)C2=O)cc1	8%	-7%	0	6%	2	0%	0.2	-7%	6
COc1ccccc1/C=C/CN1CCSCC1	-2%	1%	1	5%	-9	0%	2.1	-17%	-26
O=C(NCCC(c1ccccc1)c1ccccc1)c1cnccn1	-9%	-28%	3	21%	0	14%	0.6	-10%	-23
COc1ccc(Cl)cc1NC(=O)c1nc2nc(C)cc(C(F)F)n2n1	-4%	7%	-11	-5%	-3	0%	-2.3	-3%	14
COc1ccc(-c2nc3ccc(Cl)cn3c2Cc2ccccc2C(F)(F)F)cc1OC	2%	6%	-5	-4%	-10	-2%	-0.7	-3%	9
Cc1ccc(-n2c(C)cc(/C=N/NC(=O)c3ccc(CN4CCOCC4)cc3)c2C)cc1	-4%	7%	x	-26%	-38	1%	0.5	-7%	-23
O=C(/C=C/c1ccccc1F)N1CCN(c2ccccn2)CC1	-8%	8%	-6	-8%	8	17%	-2.9	-2%	0
CCN1C(=O)/C(=C2/C=Cc3cc(C)ccc3N2CC)N(C)C1=S	0%	0%	-24	-18%	2	-2%	0.0	7%	-11
CCc1cccc2c1NC(=O)[C@]21[C@@H]2C(=O)N(Cc3ccccc3)C(=O)[C@@H]2[C@@H]2CCCN21	-7%	u	-52*	-13%	1	-1%	-0.9	-12%[57.1 µM]	21
COC(=O)c1cccc(NC(=S)Nc2cc(Cl)ccc2OC)c1	u	-21%	-15	-2%	3	12%	0.3	-13%	-1
COc1cccc(CN2CC(C(=O)NCCn3cccn3)CCC2=O)c1 (centres undefined)	1%	6%	1	-2%	8	5%	-0.6	1%	15
CC(NC(=O)c1ccc(F)cc1)C1CC2CCC1C2 (centres undefined)	-7%	u	-1	1%	-3	11%	0.8	2%	1
C#CCNC(=O)C1=C[C@@H](c2ccc(Br)cc2)C[C@@H](OCCCCO)O1	-8%	1%	-8	-1%	-24	1%	0.3	-2%	-21
CCOC(=O)/C(C#N)=C\c1ccc(N2CCN(C/C=C/c3ccccc3)CC2)cc1	-24%	u	23	-8%	-34	4%	2.1	u	u
N#CCCN(CCC#N)C(=O)COc1ccc(Cl)cc1Cl	-2%	0%	x	9%	0	0%	4.5	14%	19
CNC(=S)N/N=C(\C)c1ccc(N2CCOCC2)cc1	u	u	-26	-6%	1	12%	-0.5	-10%	-16

Remaining list, next part:
SMILES	PLK1 PBD block	GLP-1R inv ag	PI5P4K alpha inh	HEK293 tox	D3 ag	GLP1R ag	IL-2 act	WRN inhibitor	D3 antag
O=C(COC(=O)c1ccco1)Nc1ccccc1	0%	10%	8	3%	2	-19%	0.9	1%	-13
S=c1sc(SCCOc2ccccc2)nn1-c1ccccc1	1%	-29%	9	9%	-3	-8%	-0.5	-8%	-7
COc1ccc(S(=O)(=O)Cc2ccc(C(=O)N3CCN(c4ccccc4F)CC3)o2)cc1	-7%	-27%	-1	5%	-10	-2%	-0.4	-2%	-24
CCc1ccc(NC(=O)CCS(=O)(=O)c2ccc(Cl)cc2)cc1	9%	-18%	1	17%	6	7%	0.7	-8%	16
COc1cc2nc(NC(=O)c3ccccc3)[nH]c(=O)c2cc1OC	-5%	34%[activator]	1	-22%	-3	-2%	-1.8	-3%	-6
O=C(CSc1nnc(-c2cccnc2)n1Cc1ccccc1)NCc1ccco1	-13%	-6%	x	-15%	1	-7%	-2.4	-20%[57.1 µM]	-16
CCOC(=O)N1CCN(C(=O)C(C)n2nc(C)n3c(cc4sccc43)c2=O)CC1 (centres undefined)	-5%	-6%	x	u	-9	0%	-1.3	0%[57.1 µM]	-14
COc1ccc(CNCc2cc(Cl)ccc2O)cc1	-9%	-11%	-4	0%	-52	12%	0.5	2%	0
CC(C)Cn1cnc2c(SCc3ccccc3Cl)nc(N)nc21	-2%	u	-1	0%	6	4%	-5.1	-5%	3
COc1cc(C(=O)Nc2cccc(-c3nc4cc(C)ccc4o3)c2)cc(OC)c1OC	-1%	1%	6	14%	-5	7%	1.5	6%	8
CCCc1cc(CN(C)C(=O)CC2C(=O)NCCN2Cc2ccccc2C)[nH]n1 (centres undefined)	0%	-13%	3	-4%	-1	0%	-1.6	-12%	1
COC(=O)c1ccc(Cl)c(NC(=O)CN2CCN(C)CC2)c1	3%	5%	13	0%	-3	4%	-0.5	5%	3
COc1ccc(S(=O)(=O)N2CCCCC2)cc1NC(=O)CSc1nnc(C2CC2)n1C	-7%	11%	-8	4%	0	-2%	0.5	-4%	-12
CC(C)CC(=O)NC(=S)Nc1ccc(N2CCOCC2)cc1	-10%	-12%	-6	-3%	3	10%	-0.4	-11%	9
Cn1c(=O)oc2cc(S(=O)(=O)NC(Cc3ccccc3)C(=O)N3CCCCC3)ccc21 (centres undefined)	3%	12%	1	3%	-2	-4%	-3.2	1%	16
COc1cccc(/C=C/c2onc(C)c2S(=O)(=O)N2CCC(C(=O)NC3CCCCCC3)CC2)c1	-15%	-12%	0	-5%	0	-1%	-0.4	-5%	-16
CCC1(c2ccccc2)NC(=O)N(CC(=O)Nc2ccc(S(=O)(=O)NC3=NCCCCC3)cc2)C1=O (centres undefined)	-7%	-1%	-5	-2%	-5	-5%	-0.3	19%	0
Cn1c(N2CCOCC2)c(/C=N/OC(=O)c2cccnc2Cl)c2ccccc21	-9%	-10%	0	14%	6	1%	-0.8	4%	4
O=C(COC(=O)C1CCCCC1)NCc1ccc(Cl)cc1	-7%	8%	1	3%	3	15%	0.3	0%	-4
Cc1cccc(NC(=O)CN2CCC(C(=O)c3ccc4c(c3)OCCO4)CC2)c1	-6%	u	4	-5%	-11	13%	-0.5	6%	0
COc1ccc(C)cc1NC(=O)C(=O)N1CCCC1	-3%	9%	-2	0%	2	1%	-2.4	5%	2
NC(=O)c1nsc(C(=O)N(c2ccc(F)cc2)C(C(=O)NCC2CCCO2)c2ccc3ncccc3c2)c1N (centres undefined)	6%	43%	-11	1%	-2	11%	1.1	6%[57.1 µM]	7
CCOC(=O)c1c(NC(C)=O)sc2c1C1CCN2CC1	u	144%[activator]	-14	-4%	-12	16%	-0.5	1%	0
O=C(NCc1ccccc1F)Nc1nnc([C@@H]2C[C@H](O)[C@@H](CO)O2)s1	-1%	2%	-2	-4%	2	4%	-0.8	4%	0
COc1ccc(C2Nc3ccccc3C(=O)N2Cc2ccco2)cc1COc1ccccc1F (centres undefined)	-15%	u	-15	-9%	-19	-1%	-0.1	-3%	-9

Compounds above with two or more sulfur atoms, in the order listed:
SMILES	PLK1 PBD block	GLP-1R inv ag	PI5P4K alpha inh	HEK293 tox	D3 ag	GLP1R ag	IL-2 act	WRN inhibitor	D3 antag
S=c1sc(SCCOc2ccccc2)nn1-c1ccccc1	1%	-29%	9	9%	-3	-8%	-0.5	-8%	-7
COc1ccc(S(=O)(=O)N2CCCCC2)cc1NC(=O)CSc1nnc(C2CC2)n1C	-7%	11%	-8	4%	0	-2%	0.5	-4%	-12

Further records:
SMILES	PLK1 PBD block	GLP-1R inv ag	PI5P4K alpha inh	HEK293 tox	D3 ag	GLP1R ag	IL-2 act	WRN inhibitor	D3 antag
CC(C)N1CC(C(=O)Nc2nc3ccccc3s2)CC1=O (centres undefined)	-15%	-16%	-2	-15%	-4	5%	3.2	1%	4
CC(C)NC(=O)c1cccc2c(-c3ccc(F)c(F)c3)coc12	-5%	-29%	4	7%	-3	26%	-0.3	-8%	1
COc1ccc(C(=O)Nc2nnc(S(=O)(=O)N3CCCCCC3)s2)cc1OC	-17%	15%&3%	2	-2%&-6%	-9&-1	-1%	1.8	-1%	-20
CS(=O)(=O)Nc1ccc(C(=O)NCc2ccccn2)cc1	-9%	-4%	x	-1%	16	0%	-2.4	-9%	-21
CCN(CC)c1ccc(NC(=O)CSc2nc3ccccc3c(=O)n2-c2cc(S(=O)(=O)N(C)C)ccc2C)cc1	-9%	-13%	-5	13%	-4	-18%	-1.3	3%	-24
Cc1[nH]n(-c2nc(-c3cccc([N+](=O)[O-])c3)cs2)c(=O)c1C	-28%	-3%	-7	-25%	-7	-3%	3.2	-4%	0

Source: PubChem
